Screening data: PubChem BioAssay, Broad Institute
IDH1 mut inh – inhibitors of human IDH1 R132H; IDH1 R132H reductase, diaphorase/resazurin fluorescence, 60 min; 70,000 tested, 0.18% active; inhibition, % at 10 µM; in the data active means inhibition above about 34%;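 further: 0% = DMSO and 100% = no enzyme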
Target sequence (O75874 whole entry R132H): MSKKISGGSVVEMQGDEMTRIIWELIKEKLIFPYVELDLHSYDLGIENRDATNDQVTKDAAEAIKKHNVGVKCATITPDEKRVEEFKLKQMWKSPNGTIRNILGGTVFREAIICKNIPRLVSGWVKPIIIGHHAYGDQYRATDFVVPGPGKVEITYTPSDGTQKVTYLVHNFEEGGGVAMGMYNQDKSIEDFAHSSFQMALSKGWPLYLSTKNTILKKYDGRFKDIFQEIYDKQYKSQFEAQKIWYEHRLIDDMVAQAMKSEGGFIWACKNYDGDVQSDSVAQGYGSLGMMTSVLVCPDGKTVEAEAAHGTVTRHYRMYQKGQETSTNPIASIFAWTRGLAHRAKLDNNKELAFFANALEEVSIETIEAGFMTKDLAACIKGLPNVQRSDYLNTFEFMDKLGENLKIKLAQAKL
PRC2 inh – inhibitors of human EZH2/PRC2 methyltransferase | PRC2 H3K27 methylation, DELFIA TRF, 1 h | Q15910 | AID 651548 | 57,000 tested, 0.35% active | inhibition, % at 12.5 µM;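 active means mean inhibition of replicates at least 50% and every single replicate also reaching 50%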;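 further: dimethyl H3K27 on biotinylated H3 21-44 peptide detected by antibody; plate controls were median neutral control wells for no effect and median positive control wells for full effect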
* hit, by the source's call; x = not tested or not shown; & = joins results of further samples. An excerpt. The share of hits here may be higher or lower than overall.

SMILES	IDH1 mut inh	PRC2 inh
CCCOc1ccc(/C(=N\O)C(C)(C)NO)cc1	-0.1	-13
Cc1ccc(S(=O)(=O)N(C)C[C@H]2Oc3ccc(NS(=O)(=O)c4cn(C)cn4)cc3C(=O)N([C@@H](C)CO)C[C@@H]2C)cc1	-1.4	x
C[C@H]1CN([C@@H](C)CO)C(=O)Cc2cc(NS(=O)(=O)c3cn(C)cn3)ccc2O[C@@H]1CN(C)Cc1ccncc1	0.0	x
O=C(NCc1ccco1)c1cccc(NC(=O)c2ccc(Br)cc2)c1	-0.2	11
C[C@@H]1CCCCO[C@H](CN(C)C(=O)Cc2ccccc2)[C@H](C)CN([C@H](C)CO)C(=O)c2cc(NS(C)(=O)=O)ccc2O1	-0.7	0
CCC(=O)N(C)C[C@H]1Oc2ncc(-c3cccc(OC)c3)cc2C(=O)N([C@H](C)CO)C[C@@H]1C	-0.6	x
C[C@@H]1CN([C@H](C)CO)C(=O)c2cccc(NC(=O)CCCCCC(=O)Nc3ccccc3N)c2O[C@H]1CN(C)Cc1ccncc1	x	-8
Cc1ccc(S(=O)(=O)Nc2ccc3c(c2)CC(=O)N([C@H](C)CO)C[C@H](C)[C@@H](CN(C)S(C)(=O)=O)O3)cc1	-27	x
C[C@H]1CN([C@@H](C)CO)C(=O)c2cc(C#CC3CCCCC3)cnc2O[C@@H]1CN(C)Cc1ccncc1	8.9	-23
C[C@H]1CN([C@@H](C)CO)C(=O)CCCn2cc(nn2)CO[C@H]1CN(C)C(=O)c1ccc(N2CCN(C)CC2)cc1	0.8	4
CCCNC(=O)Nc1ccc2c(c1)C(=O)N(C)C[C@H](OC)[C@@H](C)CN(CCC(F)(F)F)[C@H](C)CO2	-0.2	-6
O=C(Nc1ccccc1)N[C@H]1CC[C@@H](CCn2cc(C3(O)CCCC3)nn2)O[C@H]1CO	0.1	-13
C[C@H](CO)N1C[C@H](C)[C@@H](CN(C)C(=O)NC2CCCCC2)Oc2c(NC(=O)c3nc4ccccc4s3)cccc2C1=O	1.3	x
C[C@@H]1CN([C@H](C)CO)C(=O)c2cc(C#Cc3ccc(F)cc3)cnc2O[C@@H]1CN(C)CC1CCOCC1	x	1
COc1ccccc1-c1ccc2c(c1)O[C@@H](CN(C)S(=O)(=O)c1ccccc1)[C@H](C)CN([C@@H](C)CO)S2(=O)=O	-0.6	-2

(cont.)
SMILES	IDH1 mut inh	PRC2 inh
C[C@H](CO)N1C[C@H](C)[C@@H](CN(C)C)Oc2cc(C#Cc3ccc(F)cc3)ccc2S1(=O)=O	-1.3	-1
C[C@H](CO)N1C[C@H](C)[C@H](CN(C)Cc2ccccc2)Oc2ccc(NS(=O)(=O)c3ccc(F)cc3)cc2C1=O	-0.2	6
COc1ccccc1NC(=O)N[C@@H]1CC[C@@H](CCn2cc(-c3cccnc3)nn2)O[C@@H]1CO	-0.2	22
C[C@H](CO)N1C[C@H](C)[C@@H](CN(C)S(=O)(=O)c2cccs2)Oc2c(cccc2N(C)C)C1=O	0.1	-5
CN(C)c1ccc2c(c1)[C@H]1C[C@H](CC(=O)NCc3ccccc3)O[C@@H](CO)[C@H]1O2	-2.0	0
C[C@H](O)C#Cc1cnc2c(c1)C(=O)N([C@@H](C)CO)C[C@@H](C)[C@@H](CN(C)C(=O)c1ccccc1F)O2	x	10
Cn1c(SCC(=O)c2ccc([N+](=O)[O-])cc2)nnc1-c1cc2ccccc2cc1O	-0.1	3
C[C@H](CO)N1C[C@H](C)[C@H](CN(C)CC2CC2)Oc2c(NC(=O)Nc3ccccc3)cccc2C1=O	x	-10
C[C@H]1CN([C@@H](C)CO)C(=O)Cc2cc(N(C)C)ccc2O[C@@H]1CN(C)Cc1ccc(Oc2ccccc2)cc1	2.6	-6
CCCc1ccc(-c2cc(C(=O)NCc3cnn(C)c3)c3ccccc3n2)cc1	0.2	-13
CC(=O)N(C)C[C@H]1Oc2cc(C#Cc3ccccn3)ccc2S(=O)(=O)N([C@@H](C)CO)C[C@H]1C	0.0	x
C[C@H]1CN([C@@H](C)CO)C(=O)c2ccccc2-c2ccccc2CO[C@H]1CN(C)C(=O)Nc1ccc(F)cc1	x	10
CC(NS(=O)(=O)c1ccc(Br)cc1)C(=O)Nc1cccc(C(F)(F)F)c1 (stereo unspecified)	-1.0	-5
CC(C)C#Cc1ccc2c(c1)O[C@@H](CN(C)C(=O)c1cccnc1)[C@@H](C)CN([C@H](C)CO)S2(=O)=O	0.1	0
Cc1ccc(-c2nn(C)c(=O)c3ccccc23)cc1S(=O)(=O)NCCN1CCOCC1	0.2	-18

(further entries)
SMILES	IDH1 mut inh	PRC2 inh
C[C@@H]1CN([C@H](C)CO)C(=O)c2cc(-c3ccc(C#N)cc3)cnc2O[C@@H]1CN(C)C(=O)Nc1ccccc1	-4.2	-10
C[C@@H]1CCCCO[C@@H](CN(C)Cc2ccccc2)[C@H](C)CN([C@H](C)CO)C(=O)c2cc(NC(=O)Nc3ccc(F)cc3)ccc2O1	0.2	x
C[C@@H]1CCCCO[C@H](CN(C)C(=O)Nc2ccc3c(c2)OCO3)[C@H](C)CN([C@@H](C)CO)C(=O)c2cc(NC(=O)Nc3cccc4ccccc34)ccc2O1	-13	x
C[C@H](CO)N1C[C@H](C)[C@H](CN(C)S(=O)(=O)c2ccc(F)cc2)Oc2c(NC(=O)C3CCOCC3)cccc2C1=O	0.8	7
C[C@@H]1CN([C@H](C)CO)C(=O)c2cc(/C=C/c3ccccc3)cnc2O[C@@H]1CN(C)C(=O)NC1CCCCC1	-0.3	-15
C[C@H](CO)N1C[C@H](C)[C@@H](CN(C)Cc2cccnc2)Oc2ncc(C3=CCCC3)cc2C1=O	-0.6	17
C[C@H](CO)N1C[C@H](C)[C@@H](CN(C)S(=O)(=O)c2cn(C)cn2)Oc2ccc(N(C)C)cc2CC1=O	-1.2	-5
Cc1ccc(C(=O)O)cc1S(=O)(=O)N(C)CCO	0.4	-7
Cc1noc(C)c1NC(=O)N(C)C[C@H]1Oc2ccc(NC(=O)Nc3cccc4ccccc34)cc2CC(=O)N([C@H](C)CO)C[C@H]1C	-7.7	x
C[C@@H]1CCCCO[C@@H](CN(C)C(=O)c2ccccc2)[C@H](C)CN([C@@H](C)CO)C(=O)c2cc(NS(=O)(=O)c3ccccc3)ccc2O1	-0.2	x
COc1ccc(NC(=O)N(C)C[C@H]2Oc3ccc(NS(=O)(=O)c4cn(C)cn4)cc3C(=O)N([C@@H](C)CO)C[C@@H]2C)cc1	0.2	x
COCCNC(=O)C[C@@H]1C[C@H]2c3cc(NS(C)(=O)=O)ccc3O[C@H]2[C@H](CO)O1	-0.4	-6
CC(C)NC(=O)Nc1ccc2c(c1)CC(=O)N([C@H](C)CO)C[C@H](C)[C@@H](CN(C)S(=O)(=O)c1ccc(F)cc1)O2	-0.1	-4
CCOc1ccc(NC(=O)Cn2c(=O)n(-c3ccc(Cl)cc3)c(=O)c3c4c(sc32)CCC4)cc1	0.1	0
O=C(CSc1nnnn1-c1ccccc1)Nc1cccc(I)c1	0.4	0

Next structures.
SMILES	IDH1 mut inh	PRC2 inh
CO[C@H]1CN(C)C(=O)c2cc(NC(=O)Nc3ccc(Cl)cc3)ccc2OC[C@H](C)NC[C@@H]1C	0.5	-6
O=C(NO)c1ccc(C(=O)N/N=C/c2cccc(B(O)O)c2)cc1	x	-16
C[C@H](CO)N1C[C@H](C)[C@H](CN(C)CC2CCCCC2)Oc2ccc(NC(=O)Cc3cn(C)c4ccccc34)cc2CC1=O	-9.8	x
O=C(C[C@@H]1C[C@H]2c3cc(NC(=O)C4CCC4)ccc3O[C@H]2[C@H](CO)O1)NCC(F)(F)F	-0.1	7
COc1cc2c(cc1O)C(=O)CC1C(C)(C)C(=O)CCC21C (stereo unspecified)	0.7	x
O=C(NC1CCCC1)N[C@@H]1C=C[C@H](CC(=O)N2CCOCC2)O[C@H]1CO	0.2	-2
O=C1c2ccccc2C(=O)N1CCCc1nc(-c2cccnc2)no1	0.3	-1
C[C@@H]1CCCCO[C@@H](CN(C)S(=O)(=O)c2cn(C)cn2)[C@H](C)CN([C@H](C)CO)C(=O)c2cc(N(C)C)ccc2O1	x	4
Cc1ccc(S(=O)(=O)N(C)C[C@H]2Oc3ncc(-c4ccccc4)cc3C(=O)N([C@@H](C)CO)C[C@@H]2C)cc1	-0.5	-14&-14
CO[C@@H]1CN(C)C(=O)c2ccc(NC(=O)C3CCCCC3)cc2OC[C@H](C)NC[C@H]1C	0.0	-1
CC(C)C#Cc1ccc2c(c1)O[C@H](CN(C)S(C)(=O)=O)[C@H](C)CN([C@H](C)CO)S2(=O)=O	-1.5	-20
O=C(C[C@@H]1C=C[C@@H](NC(=O)Nc2cc(F)ccc2F)[C@@H](CO)O1)NCc1ccc2c(c1)OCO2	-0.1	3
C[C@H](CO)N1C[C@H](C)[C@H](CN(C)C(=O)CN(C)C)Oc2cc(-c3ccccc3)ccc2S1(=O)=O	6.4	-2
C[C@@H]1CN([C@@H](C)CO)S(=O)(=O)c2ccc(C#CC3CC3)cc2O[C@@H]1CN(C)C(=O)c1ccccn1	2.1	4
O=C(O)CCc1ccc(-c2cccs2)n1Cc1ccco1	1.5	13

The listing continues:
SMILES	IDH1 mut inh	PRC2 inh
C[C@H](CO)N1C[C@H](C)[C@@H](CN(C)C)Oc2ccc(NC(=O)CCCN(C)C)cc2CC1=O	x	13
C[C@@H]1CN([C@H](C)CO)C(=O)Cc2cc(NC(=O)CCCCCC(=O)Nc3ccccc3N)ccc2O[C@H]1CN(C)S(=O)(=O)c1ccccc1	-0.3	-6
O=C(C[C@H]1CC[C@H](NC(=O)Cc2cccnc2)[C@H](CO)O1)NCc1ccc2c(c1)OCO2	-0.1	-5
CO[C@@H]1CN(C)C(=O)c2cc(NC(=O)C3CC3)ccc2OC[C@@H](C)N(CC2CC2)C[C@H]1C	-0.5	0
O=C(NCC[C@H]1CC[C@@H](NC(=O)C2CCC2)[C@H](CO)O1)c1cnccn1	0.1	7
C[C@@H]1CN([C@H](C)CO)C(=O)CCCn2cc(nn2)CO[C@H]1CN(C)Cc1ccc2c(c1)OCCN2C	2.2	x
CO[C@H]1CN(C)C(=O)c2cc(NC(=O)C3CCCCC3)ccc2OC[C@H](C)N(Cc2cccnc2)C[C@H]1C	-0.1	-3
C[C@H]1CN([C@@H](C)CO)C(=O)c2cccc(NC(=O)Nc3ccccc3)c2O[C@H]1CN(C)CC1CCCCC1	1.5	5
Cc1ccc(Cn2ncc3c(N4CCN(CCOc5ccc(C)cc5)CC4)ncnc32)cc1	0.6	4
C[C@@H]1CCCCO[C@H](CN(C)C(=O)Nc2ccc(F)cc2)[C@@H](C)CN([C@@H](C)CO)C(=O)c2cc(NS(C)(=O)=O)ccc2O1	0.7	x
O=C1CCC(C(=O)Nc2cc(F)cc(F)c2)=NN1	0.9	-7
COc1ccc(S(=O)(=O)N(C)C[C@H]2Oc3c(NC(=O)c4ccc(-c5nccs5)cc4)cccc3C(=O)N([C@@H](C)CO)C[C@@H]2C)cc1	-0.1	x
CC(C)NC(=O)N(C)C[C@H]1OCCCC[C@@H](C)Oc2ccc(NC(=O)Nc3ccc(C(F)(F)F)cc3)cc2C(=O)N([C@H](C)CO)C[C@@H]1C	0.2	x
Cc1noc(C)c1S(=O)(=O)Nc1cccc2c1O[C@@H](CN(C)Cc1ccc3c(c1)OCO3)[C@@H](C)CN([C@H](C)CO)C2=O	-0.4	x
O=C(NCc1cccnc1)c1cc(-c2cccc(Cl)c2)nc2ccccc12	13	x

Next structures:
SMILES	IDH1 mut inh	PRC2 inh
COc1ccc(NC(=O)N(C)C[C@@H]2Oc3ccc(NC(=O)Cn4cnnn4)cc3CC(=O)N([C@H](C)CO)C[C@H]2C)cc1	1.0	x
COc1ccc(NC(=O)Nc2ccc3c(c2)C(=O)N([C@@H](C)CO)C[C@@H](C)[C@@H](CN(C)C(=O)NC2CCCCC2)O3)cc1	0.1	-3
C[C@@H]1CN([C@@H](C)CO)C(=O)Cc2cc(NC(=O)Cc3ccccc3)ccc2O[C@@H]1CN(C)S(=O)(=O)c1cn(C)cn1	-1.6	x
C[C@@H]1CN([C@@H](C)CO)C(=O)Cc2cc(NS(=O)(=O)c3cccs3)ccc2O[C@@H]1CN(C)Cc1ccccc1	-1.4	24
CC(=O)N(C)C[C@H]1Oc2ncc(C#C[C@H](C)O)cc2C(=O)N([C@H](C)CO)C[C@H]1C	-0.7	-5
CO[C@@H]1CN(C)C(=O)c2cc(NC(=O)c3ccccc3F)ccc2OC[C@H](C)N(C(=O)c2ccccc2F)C[C@@H]1C	0.3	2
C[C@H](O)C#Cc1ccc2c(c1)O[C@H](CN(C)Cc1cccnc1)[C@@H](C)CN([C@@H](C)CO)S2(=O)=O	0.4	4

Laid out differently: 4 of the compounds above
> C[C@@H]1CN([C@@H](C)CO)C(=O)Cc2cc(NS(=O)(=O)c3cccs3)ccc2O[C@@H]1CN(C)Cc1ccccc1
  IDH1 mut inh: -1.4
  PRC2 inh: 24

> CC(=O)N(C)C[C@H]1Oc2ncc(C#C[C@H](C)O)cc2C(=O)N([C@H](C)CO)C[C@H]1C
  IDH1 mut inh: -0.7
  PRC2 inh: -5

> CO[C@@H]1CN(C)C(=O)c2cc(NC(=O)c3ccccc3F)ccc2OC[C@H](C)N(C(=O)c2ccccc2F)C[C@@H]1C
  IDH1 mut inh: 0.3
  PRC2 inh: 2

> C[C@H](O)C#Cc1ccc2c(c1)O[C@H](CN(C)Cc1cccnc1)[C@@H](C)CN([C@@H](C)CO)S2(=O)=O
  IDH1 mut inh: 0.4
  PRC2 inh: 4
